Source: PubChem
LYP act – LYP phosphatase activators, primary screen, biochemical, DiFMUP fluorescence, 2 µM; 96,000 compounds, 0.11% hits; activation, % at 2 µM; AID 697, 2007; recombinant LYP; 0 = plate median, 100 = signal doubled; Tyrosine-protein phosphatase non-receptor type 22 (Homo sapiens), Q9Y2R2;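 active = activation at 2 µM above a set limit, the mean plus 5 SD, cut at about 37% in these data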
Target sequence (Q9Y2R2 whole entry, looked up): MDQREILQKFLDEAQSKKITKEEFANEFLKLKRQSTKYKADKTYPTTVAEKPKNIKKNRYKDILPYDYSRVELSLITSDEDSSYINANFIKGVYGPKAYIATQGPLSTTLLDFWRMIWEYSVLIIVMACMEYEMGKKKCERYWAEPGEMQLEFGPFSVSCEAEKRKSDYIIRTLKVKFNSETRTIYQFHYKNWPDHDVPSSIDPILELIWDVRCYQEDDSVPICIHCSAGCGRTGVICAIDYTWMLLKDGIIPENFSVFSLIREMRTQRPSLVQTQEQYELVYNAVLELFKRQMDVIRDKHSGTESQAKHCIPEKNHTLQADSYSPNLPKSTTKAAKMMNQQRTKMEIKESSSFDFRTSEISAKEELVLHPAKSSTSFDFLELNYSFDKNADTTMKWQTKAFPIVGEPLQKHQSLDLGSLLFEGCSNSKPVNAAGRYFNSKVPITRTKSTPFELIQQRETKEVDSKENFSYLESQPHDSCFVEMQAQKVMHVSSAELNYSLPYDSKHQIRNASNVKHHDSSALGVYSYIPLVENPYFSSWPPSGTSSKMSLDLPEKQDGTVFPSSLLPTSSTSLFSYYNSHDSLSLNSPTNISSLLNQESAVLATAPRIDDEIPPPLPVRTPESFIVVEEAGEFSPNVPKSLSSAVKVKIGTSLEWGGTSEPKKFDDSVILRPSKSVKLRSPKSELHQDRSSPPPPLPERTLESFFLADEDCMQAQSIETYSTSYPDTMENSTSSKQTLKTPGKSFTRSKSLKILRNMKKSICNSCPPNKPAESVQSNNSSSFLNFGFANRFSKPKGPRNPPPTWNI
FAK blocker – FAK kinase inhibitors, primary screen, biochemical; 97,000 compounds, 0.84% hits; AID 727, 2007; inhibition, %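 (tested at 7 µM)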; biochemical FAK kinase activity assay; Focal adhesion kinase 1 (Homo sapiens), Q05397; in the data active = inhibition above about 19%;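 also: 0% = DMSO and 100% = reference compound high control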
PTK2B oligo ant – antagonists of Pyk2 self-association, primary screen, Q293 cells, FERM NanoBiT luminescence, HTS | Protein-tyrosine kinase 2-beta (Homo sapiens), Q14289 | hits give low values | z-score (the deposit names both 25 µM and 10 µM) | 99,000 compounds, 0.83% hits;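 active = Z-score of -3 or lower, scaled per plate to the spread of control and sample wells; inactive = z-score above -3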;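 also: negative z-score means lost luminescence so less FERM oligomerization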
LYP inh 2 – PTPN22 phosphatase inhibitors, primary screen, biochemical, DiFMUP fluorescence, 2 µM. recombinant LYP catalytic domain. inhibition, % at 2 µM. 96,000 compounds, 0.21% hits. AID 640, 2007;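 active = inhibition at 2 µM at or above a set limit, the screen mean plus 3 SD, cut at about 24% in these data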;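 also: 0% = DMSO with enzyme and 100% = enzyme fully blocked by orthovanadate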
VCAM1 TNFa inh – inhibitors of TNFa-induced VCAM1 expression, primary screen, imaging, HUVEC, TNFa stimulus, immunofluorescence; HUVEC TNFa-induced VCAM-1 immunofluorescence, high-content imaging; inhibition, % at 2 µM; 95,000 compounds, 0.48% hits;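 active = inhibition above the batch mean plus 3 SD, with images confirmed as a hit by eye, cut at about 37% in these data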;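 also: 0% = TNF-stimulated DMSO wells and 100% = unstimulated control wells; not every result past the cut was called active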
ERa SRC1 inh – ERα–SRC-1 coactivator interaction inhibitors, primary screen, biochemical, TR-FRET, ERα LBD, estradiol-bound; Estrogen receptor (Homo sapiens), P03372; TR-FRET ER-alpha LBD / SRC-1 peptide; inhibition, % at 25.6 µM; 86,000 compounds, 1.7% hits; in the data active = inhibition above about 50%;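 also: 0% = receptor plus peptide control and 100% = peptide only without receptor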
HUVEC tox TNFa – cytotoxicity in TNFa-stimulated HUVEC, primary screen, cytotoxicity control for VCAM1 expression modulator project, imaging, Hoechst nuclei count. HUVEC TNFalpha-stimulated, Hoechst cell count. cell count reduction, % at 2 µM. 93,000 compounds, 0.17% hits. AID 848, 2007;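 active = cell count reduction exceeding the screen mean by over 5 SD, scaled to untreated wells per plate, cut at about 78% in these data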;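 also: cells counted after 24 h of TNF alpha exposure following the 1 h pretreatment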
cytoskel mod – modifiers of F-actin cytoskeleton organization, primary screen, imaging, HUVEC, phalloidin staining, high-content imaging. AID 836, 2007. inhibition, % at 2 µM. 91,000 compounds, 0.18% hits. HUVEC TNFa F-actin phalloidin imaging;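 active = inhibition above the batch mean plus 3 SD and confirmed as a hit by visual image inspection, cut at about 30% in these data, passing the limit was not always enough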; also: strong numbers were not always called active
HUVEC tox IL1B – cytotoxicity in IL-1B stimulated HUVEC, primary screen, cytotoxicity control for IL-1B NFkB translocation project, imaging, Hoechst nuclear count, IL-1B stimulus; HUVEC cell count loss; cell count reduction, % at 2 µM; 94,000 compounds, 0.41% hits;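 active = cell count reduction more than 3 SD above the screen-wide mean, cut at about 70% in these data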;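 also: normalized per plate to untreated control cells as the no-loss baseline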
* marks the source's active call; other numbers are inactive results; . = not tested or not shown; & = joins results of further samples; [ ] = dose if it differs, or a comment.

SMILES	LYP act	FAK blocker	PTK2B oligo ant	LYP inh 2	VCAM1 TNFa inh	ERa SRC1 inh	HUVEC tox TNFa	cytoskel mod	HUVEC tox IL1B
O=C(COC(=O)CCS(=O)(=O)c1ccc(Cl)cc1)Nc1ncc(Cl)cc1Cl	-2	-6	1.7	1	-32	-5	-42	-7	-37
CCCCn1c(SCC(=O)Nc2cc(C)on2)nc2ccccc2c1=O	-2	-16	0.12	0	28	15[fluorescence artefact?]	-14	-3	-10
COc1ccc2c(c1)CCc1c(C(=O)N3CCOCC3)noc1-2	-2	-1	-0.78	0	-8	-2	-22	3	-18
CCOC(=O)c1sc2nc(C)cc(C)c2c1NC(=O)c1ccco1	4	-1	-0.39	-8	12	-2	-5	-17	2
O=C1Nc2ncccc2OC1CCO (configuration not stated)	-3	-1	-0.02	5	-2	0	-41	.	-2
CN(C(=O)COC(=O)C1c2ccccc2Oc2ccccc21)C1CCS(=O)(=O)C1 (configuration not stated)	-6	2	1.1	6	0	-4	-21	-5	-4
CC1(C)CC(=O)C2=C(C1)N(Cc1ccco1)C(=O)C2(O)C(F)(F)F (configuration not stated)	37*	-2	0.52	-41	0	-4	-32	-2	-32
CCCc1oc(C(=O)O)cc1CN1CCOCC1	-1	-3	0.84	3	-8	.	-21	7	14
COc1cc(C(=O)NCc2ccccn2)ccc1OCc1c(C)noc1C	11	2	0.65	-12	-14	-8	9	-4	-98
COc1cc(C(C(=O)NC(C)(C)C)N(Cc2ccccc2)C(=O)c2cnccn2)cc(OC)c1OC (configuration not stated)	-12	-4	1.4	11	5	-9	-43	28	-18
O=C(COC(=O)c1ccc(S(=O)(=O)NCc2ccco2)cc1)NCCC1=CCCCC1	-12	5	0.26	10	-1	48	-8	-37	-11
CS(=O)(=O)N(CC(=O)Nc1ccccc1C(=O)NCc1ccccc1)c1ccc2c(c1)OCCO2	0	-3	-2.4	2	-1	8	-3	2	-6
O=C(Nc1ccccc1N1CCN(C(=O)c2ccc(Cl)cc2)CC1)c1cc(Br)ccc1Cl	-19	6	-1.2	21	3	-9	-25	9	-12
CC(C)c1cc(C(=O)Nc2cccc(C(F)(F)F)c2)no1	2	3	-0.68	2	10	-3	-31	.	0
CC1(C)Cc2c(C#N)c(SCc3ccccc3)nc(N3CCOCC3)c2CO1	-4	2	-2.4	2	-29	-25	-39	3	-2
Cc1ccc(N2C(=O)c3ccc(C(=O)O)cc3C2=O)cc1C	-6	-1	0.71	7	12	-5	-56	.	3
NS(=O)(=O)c1ccc(NC(=O)Cn2ncc3c2-c2ccccc2OC3)cc1	-11	3	.	8	-6	.	-8	0	15
COc1ccc(C2CC(C(F)(F)F)n3nc(C(N)=O)c(Cl)c3N2)cc1OC (configuration not stated)	-6	-4	0.58	4	7	-10	-37	20	-21
NS(=O)(=O)c1ccc(CNC(=O)C2CCCCC2)cc1	-2	-4	0.05	-2	32	3	-19	34	16
CCCCNC1CCS(=O)(=O)C1 (configuration not stated)	-2	2	0.42	3	-18	-4	0	-6	.
COc1ccc(NC(=O)Cc2ccccc2)cc1	-5	-2	0.45	5	-19	-10	-47	17	-24
O=C(O)c1coc2ccccc12	4	2	.	-4	10	1	-22	-20	-18
Cc1cc(C(=O)NCCCN2CCOCC2)n(-c2ccccc2)n1	6	-6	.	-7	11	1	-15	-8	-23
O=C(NC1CC1)c1cc(-c2ccccn2)nc2ccccc12	-7	-2	-0.28	10	17	0	-11	-2	-23
COC(=O)C1C2C=CC3(CN(c4cccc(C)c4)C(=O)C13)O2 (configuration not stated)	-10	2	-0.29	10	11	21	-2	26	-9

More entries
SMILES	LYP act	FAK blocker	PTK2B oligo ant	LYP inh 2	VCAM1 TNFa inh	ERa SRC1 inh	HUVEC tox TNFa	cytoskel mod	HUVEC tox IL1B
CCOC(=O)/C(=N\Nc1cc(C(F)(F)F)ccc1Cl)N(CC)CC	-9	-1	0.34	6	14	.	-8	10	-10
O=C(NCc1ccco1)C1CCCN(S(=O)(=O)c2ccccc2)C1 (configuration not stated)	0	0	0.26	0	3	-4	1	-7	-3
CCOC(=O)C1=C(C)Nc2ccccc2N=C1NC(=O)c1cccc(S(=O)(=O)N(C)C)c1	-1	-1	-1.2	-1	19	-11	-18	-31	-18
CCN(CC)S(=O)(=O)c1ccc(OC)c(NC(=O)c2ccc(OC)c([N+](=O)[O-])c2)c1	-8	-6	-0.46	13	.	.	.	.	-27
CCn1c(CNC(=O)c2ccc3c(c2)OCO3)nnc1SCC(=O)Nc1cc(C)ccc1OC	5	-3	0.85	-7	-3	8	.	12	-1
C/C(NC1CCCCC1)=C(/C#N)C(=O)NCCN1CCOCC1	-5	-3	0.51	4	-4	-2	-11	17	-2
Cc1ccccc1N(CC(=O)NC1CCCC1)C(=O)c1oc(C(C)(C)C)cc1C	-20	8	-1.4	22	-5	.	10	-19	24
Cc1ccccc1C(=O)O/N=C/c1c(N2CCOCC2)n(C)c2ccccc12	4	-2	0.37	1	-4	.	-6	0	13
COc1ccc2[nH]cc(C(=O)CN3CCN(C/C=C/c4ccccc4)CC3)c2c1	-1	-1	.	0	10	-18	21	-20	4
Cc1ccc(-n2c(O)c(/C=N/n3cnnc3)c3ccccc3c2=O)cc1	-6&4	3&7	0.38&0.55	3&-1	-4&5	9&5	0&3	-5&23	15&-12
Cc1ccc(OCC(O)CNC(=O)c2ccccc2C(=O)O)cc1 (configuration not stated)	2	12	0.55	4	-12	.	-21	0	14
N#Cc1cc(C(=O)c2cc(Br)ccc2O)cn(C2CCCCC2)c1=O	0	3	-2.9	2	5	-13	-15	17	12
COc1ccc(NC(=O)C2C3C=CC(O3)C2C(=O)NCc2cccnc2)cc1 (configuration not stated)	-3	-5	0.03	1	12	.	-8	-27	17
CC1Cc2ccccc2N1C1=NS(=O)(=O)c2ccccc21 (configuration not stated)	-4	-1	-1	2	-57	5	-52	18	-32
O=C(OCC(=O)N1CCC(Cc2ccccc2)CC1)c1ccc[nH]c1=O	6	6	1.2	-2	-5	.	8	-27	-14
Cc1cc(C)nc(N2CCN(CC(=O)NCc3ccccc3)CC2)n1	4	-5	-0.18	-2	-10	-6	-25	.	18
COC1(OC)N=C(N)C2(C#N)C(c3cccc(Oc4ccccc4)c3)C12C#N (configuration not stated)	6	0	-0.12	-7	-14	-18	-32	27	-11
CC(C)Sc1nnc([C@H](Cc2c[nH]c3ccccc23)NC(=O)OC(C)(C)C)o1	-3	-1	-2	4	1	-6	-18	-10	0
COCCn1c(N)c(C#N)c2nc3ccccc3nc21	8	4	1.1	-4	17	7	3	-4	-7
CN(C)S(=O)(=O)c1ccc(C(=O)Nc2ccc(OCC(=O)N3CCOCC3)cc2)cc1	4	-2	0.77	-4	-2	3	-20	3	-14
CCCc1cc(=O)[nH]c(SCC)n1	-7	-9	-0.66	7	4	0	-12	11	-15
Cc1ccc(CSc2nc3ccncc3[nH]2)cc1	-2	0	.	-2	12	2	-15	6	1
CCOC(=O)CCCSc1nc2sc3c(c2c(=O)[nH]1)CCC3	-2	-2	-0.45	-1	-4	9	-35	16	4
CC(=O)N1C(=O)N(C)C2C1N(C(C)=O)C(=O)N2C (configuration not stated)	10	-4	0.65	-6	13	-5	20	-14	8
CCOC(=O)c1sc(=S)n(-c2ccc(Cl)cc2)c1SC	4	-4	-0.96	0	3	.	1	-12	-35

Compound profiles, from the list above. Screens in order: LYP act | FAK blocker | PTK2B oligo ant | LYP inh 2 | VCAM1 TNFa inh | ERa SRC1 inh | HUVEC tox TNFa | cytoskel mod | HUVEC tox IL1B
Cc1ccc(-n2c(O)c(/C=N/n3cnnc3)c3ccccc3c2=O)cc1 is entered as -6&4 | 3&7 | 0.38&0.55 | 3&-1 | -4&5 | 9&5 | 0&3 | -5&23 | 15&-12
C/C(NC1CCCCC1)=C(/C#N)C(=O)NCCN1CCOCC1 is entered as -5 | -3 | 0.51 | 4 | -4 | -2 | -11 | 17 | -2

Other results follow:
SMILES	LYP act	FAK blocker	PTK2B oligo ant	LYP inh 2	VCAM1 TNFa inh	ERa SRC1 inh	HUVEC tox TNFa	cytoskel mod	HUVEC tox IL1B
COc1ccc(CNC(=O)C2CCC(CNS(=O)(=O)c3cccc4nsnc34)CC2)cc1 (configuration not stated)	-4	-1	.	3	3	-5	-12	10	3
NC1=NC(=Nc2ccccc2)c2ccccc21	-1	4	-0.08	0	10	4	-12	-9	-2
CC1(c2ccccc2)NC(=O)N(CC(=O)NC(=O)NC2CCCC2)C1=O (configuration not stated)	-19	2	-0.54	20	5	10	29	-10	2
COc1ccc(OC)c(-n2cnc3cc(C(=O)NCCCN4CCOCC4)ccc32)c1	8	4	1.2	-10	-16	5	4	-5	1
CCCCc1nnc(NC(=O)CSc2nc(=O)cc(N)n2-c2ccccc2)s1	-1	-11	-0.01	3	4	-1	-8	6	-17
CCOc1cc2[nH]c(=O)n(Cc3ccccc3)c(=O)c2cc1OCC	9	0	-0.55	-7	18	16	-14	-15	-10
CC(NC(=O)Cc1ccc(F)cc1)C(c1cccs1)N1CCN(C)CC1 (configuration not stated)	0	-2	-0.57	-6	7	12	-2	-1	-68
CCOC(=O)c1oc2ccccc2c1NC(=O)c1cccc(OC)c1	-7	15	-0.3	5	4	-11	-26	29	11
COc1ccccc1N(C)S(=O)(=O)c1ccc(C(=O)N2CCC(C(N)=O)CC2)cc1	-1	-1	0.08	-1	-20	.	-13	-2	-6
CCN(CC)CCCOC(=O)C1(c2ccccc2)CCCC1	3	-4	-0.32	0	-4	-1	-17	1	-109
Cc1cc(C)c(-c2cc(C(F)(F)F)no2)c(=O)[nH]1	4	-5	-0.33	-2	-7	.	-9	2	-58
COc1cccc(NC(=O)NCCCN2CCN(c3ccc(F)cc3)CC2)c1	-2	-4	0.43	0	14	-8	-11	-23	-12
CCCCn1c(=O)n(CC(=O)NCc2ccc(C)cc2)c(=O)c2c1nc(CO)n2CCC	5	0	0.68	-6	-23	-23	-29	14	21
O=C(c1cccs1)N1CCN=C1SCc1cccnc1	-5	-6	0.21	4	13	0	-18	-3	2
O=C(NCc1ccco1)c1cc2ccc(O)cc2oc1=O	9	6	0.89	-14	-1	64*	36	-3	0
CC(=O)OCCN(Cc1ccccc1)Cc1ccc2c(c1)OCO2	7	-1	-1.4	-7	-2	-6	-39	-5	-9
Cc1cccc(C)c1OC1(c2ccccc2)OC(=O)c2ccccc21 (configuration not stated)	0	1	-1.4	3	2	.	-22	32	11
COc1ccc(CC(NC(C)=O)C(=O)NC2CCN(C(=O)NCc3ccccc3)CC2)cc1OC (configuration not stated)	0	0	0.29	3	-21	-5	-4	4	12
Oc1c(C(c2ccco2)N2CCOCC2)sc2ncnn12 (configuration not stated)	-1	8	.	0	-7	-2	31	-11	22
CN(CC(=O)Nc1ccccc1Br)Cc1nc2ccccc2c(=O)[nH]1	0	1	0.87	0	14	.	13	-14	-24
Nn1c(COc2ccccc2)nnc1SCc1cc(=O)[nH]c2ccccc12	-1	0	0.27	0	3	4	0	-8	-10
O=C(O)CCc1n[nH]c(=S)[nH]c1=O	-5	-3	.	3	-13	.	-4	-3	21
Cc1cccc(NC(=O)c2c(O)c3cccc4c3n(c2=O)CCC4)n1	-10	-1	.	8	-62	1	-45	13	-9
Cc1ccc(C)c(S(=O)(=O)N2C(=S)NC(=O)C2C(C)C)c1 (configuration not stated)	3	-4	1.2	-6	0	.	-5	-10	12
